RmlCD inh mix: RmlC and RmlD coupled enzyme inhibitors, primary screen, biochemical, 384-well, compound mixtures, retest; RmlC/RmlD coupled enzyme inhibition, 384-well mixture HTS; inhibition, % at 5.5 µM; 110,000 compounds, 0.39% hits; in the data active = inhibition above about 30%, passing the limit was not always enough; inconclusive = no clear call, values can overlap the other calls; also: strong numbers were not always called active
HIV RNase H inh: HIV-1 RT RNase H inhibitors, primary screen, biochemical, fluorescence | AID 565, 2006 | inhibition, % at 10 µM | Gag-Pol polyprotein (Human immunodeficiency virus type 1 group M subtype B (isolate … | RT-RNase H RNA/DNA duplex cleavage | 65,000 compounds, 1.9% hits; in the data active = inhibition above about 50%
The depositor's hits bear a star; ? = inconclusive; · = no result given; + = active, no number.

Every second line gives: RmlCD inh mix, HIV RNase H inh
Cc1ccc(S(=O)(=O)Nc2ccccc2C(=O)Nc2sccc2C(=O)NN(C)C)cc1
 : 10, ·
COc1ccc(C2=Nn3c(nnc3-c3cccnc3)SC2)cc1
 : -9, -51
C=CCn1c(SCC(=O)O)nnc1-c1ccc(C(C)(C)C)cc1
 : 0, 37
C=CCn1c(NCCO)nc2sc3c(c2c1=O)CCC3
 : -7, -7
COc1ccc(C(CC(=O)O)NC(=O)c2ccco2)cc1 (configuration not stated)
 : -15, ·
COc1ccc2c(c1)CCc1c(C(=O)NCCc3ccc(OC)c(OC)c3)noc1-2
 : 8, -2
CN(C)/C(CN1CCCCC1)=C1\N=C(c2ccccc2)OC1=O
 : 9, ·
Cc1cccc(C)c1OCC(=O)N/N=C/c1cccn1C
 : 5, ·
COC(=O)c1c(C(=O)OC)c(-c2ccc(C)cc2)n2c1CCC2
 : -4, ·
COc1ccc(Cn2nnnc2C(c2cccs2)N2CCOCC2)cc1 (configuration not stated)
 : -12, 0
O=C(NCC1CCCO1)C1CCC(=O)N1Cc1ccc(F)cc1 (configuration not stated)
 : -11, ·
C=CC[N+](C)(C)C/C(Cl)=C(\Cl)c1ccccc1
 : -8, ·
CC(C)COC(=O)n1c(SCC(=O)N(C)C)nc2ccccc21
 : 2, -4
COc1ccc(Cn2c(CCCO)nc3ccccc32)cc1OC
 : 5, 1
Cc1nn2c(N3CCN(c4ccccn4)CC3)cc(C(C)C)nc2c1-c1ccccc1
 : -27, 3
CN(C)CCCNS(=O)(=O)c1ccc(Oc2ncc(C(F)(F)F)cc2Cl)cc1
 : -8, ·
O=C(CCc1nc(-c2ccccc2)no1)NCC1CCCO1 (configuration not stated)
 : ·, 15
CN(C)[C@@H](CO)c1nnc([C@H](CCC(=O)O)NC(=O)C2CCNCC2)o1
 : -334, ·
Cc1ccc(-n2c(C)cc(C=C(C#N)C#N)c2C)cc1
 : 3, ·
O=C(CCN1C(=O)C2C3C=CC(C3)C2C1=O)NCCc1ccccc1 (configuration not stated)
 : -9, 0
O=C(C1CC(c2ccc(F)cc2)=NO1)N1CCC2(CC1)OCCO2 (configuration not stated)
 : 0, ·
CCOC(=O)c1[nH]c2c(c1-c1ccccc1)C(=O)CC(c1ccc(OC)c(OC)c1)C2 (configuration not stated)
 : 8, ·
CC(CNC(=O)C1CCCCC1)NC(=O)C1CCCCC1 (configuration not stated)
 : 8, -2
O=C(c1cccs1)N1CCN(S(=O)(=O)c2ccccc2)CC1
 : 2, ·
CN1C(=O)C2(C(C#N)=C(N)Oc3n[nH]c(-c4ccc(Cl)cc4)c32)c2ccccc21 (configuration not stated)
 : 2, -4
COc1ccc(-c2nc3n(n2)C(c2ccccc2Cl)C(C(N)=O)=C(C)N3)cc1 (configuration not stated)
 : 10, -3
O=C(Nc1cn(-c2ccccc2)nc1-c1cccs1)c1ccco1
 : 3, 45
CCC1=C(C(=O)OC)C(c2cc(OC)ccc2OC)C(C#N)=C(N)O1 (configuration not stated)
 : 9, -24
Cc1nn(-c2ccccn2)c2c1-c1nc(N)ncc1CC2
 : -15, -6
CN(C)CCCNC(=O)CC(c1ccccc1)c1ccccc1O (configuration not stated)
 : -5, 3
COc1ccc(NC(=O)c2ccccc2NS(C)(=O)=O)cc1OC
 : ·, -5
COC(=O)NCc1ccc(Cl)c(Cl)c1
 : 4, -4
O=C(COc1ccccc1F)NC1CCN(Cc2ccccc2)CC1
 : -6, ·
CCOC(=O)c1ccc(NC(=O)c2nc[nH]c2C(=O)NCCCCCNC(=O)OC(C)(C)C)cc1
 : -2, ·
CN(C)C1(CNC(=O)c2ccc(Cl)c(S(=O)(=O)NCc3ccco3)c2)CCCCC1
 : -17, ·
CCC1c2ccc(C)n2CCN1C(=O)Nc1ccc(F)cc1 (configuration not stated)
 : -10, -8
c1ccc2c(c1)[nH]c1c(NCC3CCCO3)ncnc12 (configuration not stated)
 : -8, -16
CSc1nc2c(cnn2-c2ccc(C)c(C)c2)c(=O)[nH]1
 : 12, 3
CC(C)NC[C@H](O)COc1cccc2[nH]ccc12
 : -10, ·
COc1cc2cc(CN(CCO)S(=O)(=O)c3ccccc3Cl)c(=O)[nH]c2cc1OC
 : 20, -18
CCOC(=O)C1CCCCN1Cc1cc(OC)ccc1OC (configuration not stated)
 : -5, ·
COc1ccc(NC(=O)N(Cc2ccc(C)cc2)Cc2ccccn2)c(OC)c1
 : 24, -3
CCOc1cc2[nH]c(=S)n(CCc3ccc(OC)c(OC)c3)c(=O)c2cc1OCC
 : -106, ·
Nc1ccc2nc(-c3ccccn3)[nH]c2c1
 : 3, ·
CCOC(=O)CSc1nnc(Cn2nnc(-c3ccccc3)n2)n1C
 : 5, -6
Cc1nnc(SCc2ccc(Cl)cc2)n1CC1CCCO1 (configuration not stated)
 : 0, -5
COc1cc2c(cc1NCc1ccccn1)oc1ccccc12
 : 9, -12
CC(C)(C)c1ccc(COn2c(=O)c(-c3ccco3)[n+]([O-])c3ccccc32)cc1
 : 3, ·
Oc1ccc(CN2CCCCC2)nc1-c1ccccc1
 : -11, -1
COc1ccccc1NC(=O)c1ccc(CN(c2cc(Cl)ccc2C)S(=O)(=O)c2ccccc2)cc1
 : ?, ·
Cc1c(C(=O)CN2CCOCC2)[nH]c2ccccc12
 : 7, -7
CCCS(=O)(=O)c1c(S(=O)(=O)CCC)c2c3ccccc3ccn2c1C(N)=O
 : -5, 3
COCCCNC(=O)c1ccc(Cn2c(=O)c3ccccc3n(Cc3ccc(C)cc3)c2=O)cc1
 : -13, ·
COc1ccc(NC(=O)C2CCCN2c2ccc(OC)c(OC)c2)cc1OC (configuration not stated)
 : ·, -2
Fc1ccc(C[n+]2csc3ccccc32)cc1
 : -13, ·
N#C/C(=C(/O)CN1CCOCC1)c1nc2ccccc2s1
 : -27, -4
CC(C)OC(=O)CN1C(=O)C(C)(C)Oc2ccc(C(=O)NC3CC3)cc21
 : -10, 2
O=C(CSc1nc(O)c(Cc2ccccc2F)c(=O)[nH]1)N1CCCCCC1
 : 7, -9
COCC(=O)N(Cc1ccc(OC)cc1)Cc1nc2ccccc2c(=O)[nH]1
 : -10, -3
O=C(CSc1nc(N2CCCCC2)nc(N2CCCCC2)n1)c1ccccc1
 : -10, -1

(list continues)
Every second line gives: RmlCD inh mix, HIV RNase H inh
CN(C)S(=O)(=O)c1ccc(C(=O)N2CCOCC2)cc1
 : 7, ·
O=C(NCc1ccc(Cl)cc1)c1ccc(Br)o1
 : 8, ·
CC(C)(C)C(=O)N(CCN(C(=O)C(C)(C)C)c1ccccc1)c1ccccc1
 : -10, ·
COc1ccc(C2C(C(=O)c3cccs3)=C(O)C(=O)N2c2nncs2)cc1 (configuration not stated)
 : 0, -27
CC1(C)C(c2cccs2)=[N+]([O-])C2(CCCCC/C2=N\NC(N)=S)N1O (configuration not stated)
 : 17, ·
Nc1nnc(-c2cc3ccccc3oc2=O)s1
 : 10, -11
C=CCn1c(NC(=O)c2ccc(C)cc2)c(C#N)sc1=N
 : 2, -7
CSc1nsc(SC)c1NC(=O)OCc1ccccc1
 : -4, -6
CSC1=C(C#N)C(c2cccc(Br)c2)CC(=O)N1 (configuration not stated)
 : 6, -52
C/C(O)=c1/ccc2cccc3nc(C)nc1c23
 : 10, -8
c1ccc(CSc2nnc(-c3ccncc3)o2)cc1
 : -9, -9
O=C(Nc1nncs1)c1ccc(N2C(=O)C3C4C=CC(C4)C3C2=O)cc1 (configuration not stated)
 : -10, -17
COc1ccc(CCN2C(=O)C3C4C=CC(C3C2=O)C2C(=O)N(CCc3ccc(OC)c(OC)c3)C(=O)C42)cc1OC (configuration not stated)
 : -6, ·
Cc1cc(C)c(OCCCCCNCCO)c(C)c1
 : -3, ·
CCOC(=O)C1=C(c2ccccc2)OC(N)=C(C#N)C1C(C)C (configuration not stated)
 : -7, -4
C#CCOCCOCCOCCNc1nc(N2CCN(C(=O)[C@H]([C@@H](C)CC)n3cc(CCCN=C(N)N)nn3)CC2)nc(N2CCN(C(=O)[C@H](CCCCN)n3cc(CCCC)nn3)CC2)n1
 : -11, ·
Cc1cccc(Cc2nnc(NC(=O)c3cccc(S(=O)(=O)N4CCOCC4)c3)s2)c1
 : -9, 15
CC(C)C[C@H](CO)Nc1nc(Nc2cccc(Cl)c2)c2ncn(C(C)C)c2n1
 : -4, ·
COC(=O)c1ccc(Cl)c(NC(=O)CN2CCN(C)CC2)c1
 : -9, ·
CCC(C)NC(=O)CCCc1ccccc1 (configuration not stated)
 : -2, ·
CCCc1[nH]nc2c1C(c1cn[nH]c1-c1ccc(F)cc1)C(C#N)=C(N)O2 (configuration not stated)
 : ·, -10
COc1cc2cc(Oc3ccc4ccc(=O)oc4c3)c(=O)oc2cc1OC(=O)/C=C/c1ccccc1
 : -3, ·
CN(C)C(=O)N1CCC(C(=O)NCc2ccccc2)CC1
 : -8, 0
CC(=O)c1ccc(NC(=O)CSc2nnc(NC(=O)CN3CCOCC3)s2)cc1
 : -9, 36
CCC(=O)N1N=C2C3CCN(CC3)C2C1c1ccccc1 (configuration not stated)
 : 8, ·
CCOC(=O)c1c(C)n(C)c2c(C)cc(O)c(OC(=O)CC)c12
 : 9, 56*
CC1CCCN(CC(=O)N2CCCc3ccccc32)C1 (configuration not stated)
 : 4, ·
Cc1c(N(C(=O)c2cc(=O)[nH]c3ccccc23)C(C)C)c(=O)n(-c2ccccc2)n1C
 : 9, -2
Cc1cc(C)c(NC(=O)COc2ccccc2C(=O)Nc2ccc3c(c2)oc2ccccc23)c(C)c1
 : +, ·
COc1ccc(-n2c(N)c(C(=O)NCc3ccco3)sc2=S)cc1
 : 7, ·

Further records.
| Structure | RmlCD inh mix | HIV RNase H inh |
| --- | --- | --- |
| COc1ccccc1CN(C)C(=O)C1COc2ccccc2O1 (configuration not stated) | 19 | -52 |
| CSC1=NCCN1C(=O)c1ccc(S(=O)(=O)N2CCCC2)cc1 | 7 | 1 |
| c1ccc(Cn2nnnc2C(c2cccnc2)N2CCN(C3CCCCC3)CC2)cc1 (configuration not stated) | -12 | -14 |
| C=CCN1CC[C@@]2(C)c3cc(O)ccc3CC1[C@@H]2C | 8 | · |
| CC(=O)N1CCc2cc(S(=O)(=O)CCC(=O)NCc3ccc4c(c3)OCO4)ccc21 | · | -8 |
| Cc1cc(=O)[nH]c(SCC(=O)c2ccc(C(C)C)cc2)n1 | -4 | -9 |
| O=C(Nc1ccccc1)N(Cc1ccccc1)Cc1ccccc1 | 6 | · |
| CC1=C(SCCC#N)S/C(=C2\SC(C)=C(SCCC#N)S2)S1 | 5 | 72* |
| Cc1cc2nn(-c3ccccc3)nc2cc1NC(=O)c1cccs1 | -14 | -6 |
| COc1ccc2c(c1)[nH]c(=O)c1sc3ccccc3c12 | 9 | · |
| Cc1nc2c(C(=O)N3CCCCC3)cnn2c(C)c1Cc1ccccc1F | -1 | -31 |
| Cc1cc(C(F)F)n2nc(C(=O)Nc3sc4c(c3C#N)CCC(C)C4)nc2n1 (configuration not stated) | -6 | · |
| CC(C)(C)c1ccc(C2=CC(c3ccccc3)n3ncnc3N2)cc1 (configuration not stated) | 8 | · |
| Cn1cnnc1SCC(=O)c1ccc2c(c1)OCO2 | 0 | · |
| CCCN(CC1CC1)C(=O)CSc1ncnc2sc(C)c(C)c12 | -25 | · |
| CC1CCCCN1C(=O)Cn1nnc(-c2cccnc2)n1 (configuration not stated) | 14 | -1 |
| CCCC(=O)Nc1cccc(NC(=O)c2ccccc2Br)c1 | 8 | · |
| Cc1onc(-c2ccccc2Cl)c1C(=O)Nc1ccc(S(=O)(=O)NCC2CCCO2)cc1 (configuration not stated) | -15 | 10 |
| O=C(CCC(=O)OCC(=O)c1cccc([N+](=O)[O-])c1)Nc1ccccc1Cl | 3 | · |
| COC(=O)C1=CN(C(C)C)C=C(C(=O)OC)C1c1cc(Br)c(OC)c(OC)c1 | -84 | · |

Look-ups from the results shown:
HIV RNase H inh with CC1CCCCN1C(=O)Cn1nnc(-c2cccnc2)n1 (configuration not stated) : -1
RmlCD inh mix with CCCC(=O)Nc1cccc(NC(=O)c2ccccc2Br)c1 : 8
RmlCD inh mix with Cc1cc(C(F)F)n2nc(C(=O)Nc3sc4c(c3C#N)CCC(C)C4)nc2n1 (configuration not stated) : -6
RmlCD inh mix with CCCN(CC1CC1)C(=O)CSc1ncnc2sc(C)c(C)c12 : -25
RmlCD inh mix with COC(=O)C1=CN(C(C)C)C=C(C(=O)OC)C1c1cc(Br)c(OC)c(OC)c1 : -84
RmlCD inh mix with Cn1cnnc1SCC(=O)c1ccc2c(c1)OCO2 : 0
RmlCD inh mix with O=C(CCC(=O)OCC(=O)c1cccc([N+](=O)[O-])c1)Nc1ccccc1Cl : 3

Rewritten as labelled records: part of the list above.
> Cc1cc(C(F)F)n2nc(C(=O)Nc3sc4c(c3C#N)CCC(C)C4)nc2n1 (configuration not stated)
  RmlCD inh mix: -6; HIV RNase H inh: ·

> CC(C)(C)c1ccc(C2=CC(c3ccccc3)n3ncnc3N2)cc1 (configuration not stated)
  RmlCD inh mix: 8; HIV RNase H inh: ·

> Cn1cnnc1SCC(=O)c1ccc2c(c1)OCO2
  RmlCD inh mix: 0; HIV RNase H inh: ·

> CCCN(CC1CC1)C(=O)CSc1ncnc2sc(C)c(C)c12
  RmlCD inh mix: -25; HIV RNase H inh: ·

Remaining list, next part
| Structure | RmlCD inh mix | HIV RNase H inh |
| --- | --- | --- |
| Cc1onc(-c2ccccc2)c1C(=O)Nc1cccc(C#N)c1 | -13 | -40 |
| CC(=O)Nc1cccc(NC(=O)CSc2nc(C)c(C)c(C)c2C#N)c1 | -1 | 12 |
| O=C(NNC(=O)c1ccccc1Br)c1ccc(Cl)cc1 | -7 | · |
| CCOC(=O)Cn1nc(-c2ccccc2)c2ccccc2c1=O | -20 | · |
| CCOc1ccc(NC(=O)CSc2nnc(C)n2CCCOC)cc1 | 6 | -10 |
| CCC(C)(C(=O)NC1CCCC1)N(C(=O)CNC(C)=O)c1ccc(C)cc1 (configuration not stated) | -9 | 2 |
| COc1cc(NC(=O)c2cc3c(=O)n(C)c4ccccc4c3n2C)cc(OC)c1OC | 5 | -4 |

High-throughput results: PubChem, several laboratories

These rows are one share of the data; rates above refer to the full screens.
